# C1s inh: complement C1s protease inhibitors, primary screen, biochemical, 10-compound mixtures; purified C1s, fluorogenic AMC substrate, pooled mixtures; mean inhibition % of two 10-compound mixtures (stronger effect = higher value), % at 5 µM (by protocol); 62,000 compounds, 0.16% hits; AID 538, 2006;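 active = inhibition above 20% in each of the two 10-compound mixture wells holding the compound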;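 note: 0% = enzyme wells lacking compound mixture and 100% = no-enzyme blank wells; some compounds called inactive have numbers as strong as hits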
# Target sequence (P09871 16-437 limits assumed): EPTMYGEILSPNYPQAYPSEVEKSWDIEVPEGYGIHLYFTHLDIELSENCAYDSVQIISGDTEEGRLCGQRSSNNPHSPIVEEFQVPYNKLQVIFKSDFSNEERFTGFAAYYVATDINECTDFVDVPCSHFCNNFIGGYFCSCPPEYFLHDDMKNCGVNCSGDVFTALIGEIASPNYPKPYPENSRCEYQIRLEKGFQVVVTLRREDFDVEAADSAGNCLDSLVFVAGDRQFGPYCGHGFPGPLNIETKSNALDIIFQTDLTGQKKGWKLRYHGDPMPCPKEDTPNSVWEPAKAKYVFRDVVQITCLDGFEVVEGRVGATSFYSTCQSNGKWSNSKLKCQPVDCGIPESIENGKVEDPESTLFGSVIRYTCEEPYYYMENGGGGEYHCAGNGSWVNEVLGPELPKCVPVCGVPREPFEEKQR
# Target sequence (P09871 438-688 limits assumed): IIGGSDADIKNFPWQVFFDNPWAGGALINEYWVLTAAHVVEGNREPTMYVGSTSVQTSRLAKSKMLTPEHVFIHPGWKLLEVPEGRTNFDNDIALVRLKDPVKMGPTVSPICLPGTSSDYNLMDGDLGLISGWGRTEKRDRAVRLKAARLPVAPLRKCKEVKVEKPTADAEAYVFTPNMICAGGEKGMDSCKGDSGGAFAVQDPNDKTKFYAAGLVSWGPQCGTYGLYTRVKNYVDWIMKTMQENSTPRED
# FXIa inh mix: FXIa protease inhibitors in compound pools, primary screen, biochemical, 10-compound mixtures. purified FXIa, fluorogenic substrate, pooled mixtures. inhibition, % at 5 µM. 62,000 compounds, 0.19% hits. AID 680, 2007;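 note: each value is inhibition by a whole ten-compound pool holding the compound; 0% = enzyme with no mixture and 100% = wells lacking enzyme; strong numbers were not always called active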
# ROCK2 inh: inhibitors of human ROCK2 kinase, primary screen, biochemical, high-throughput, luminescence | Rho-associated protein kinase 2 (Homo sapiens), O75116 | purified ROCK2, Kinase-Glo ATP depletion luminescence | inhibition, % at 6 µM | 60,000 compounds, 0.35% hits | AID 604, 2007;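 active = inhibition above the screen-wide mean inhibition plus 3 SD, cut at about 18% in these data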;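 note: plate controls were DMSO wells for no effect and Y-27632 control wells after no-enzyme background subtraction for full effect; many of its hits are not listed in these tables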
# FXIIa inh mix: human factor XIIa inhibitors, primary screen, biochemical, pooled compound mixtures, fluorogenic substrate; purified FXIIa; Coagulation factor XII (Homo sapiens), P00748; 62,000 compounds, 0.2% hits; inhibition, % at 5 µM;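 note: 0% = enzyme without compound and 100% = no enzyme blank; some results filed as inactive read as strong as hits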
# CatL block: inhibitors of human cathepsin L, biochemical. inhibition, %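 (tested at 10 µM)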. Procathepsin L (Homo sapiens), P07711. purified cathepsin L, fluorogenic substrate, fluorescence. 58,000 compounds, 0.17% hits. AID 460, 2006; in the data active = inhibition above about 45%;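 note: 0% = enzyme with no compound and 100% = no enzyme blank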
# Target sequence (P07711 114-288 limits assumed): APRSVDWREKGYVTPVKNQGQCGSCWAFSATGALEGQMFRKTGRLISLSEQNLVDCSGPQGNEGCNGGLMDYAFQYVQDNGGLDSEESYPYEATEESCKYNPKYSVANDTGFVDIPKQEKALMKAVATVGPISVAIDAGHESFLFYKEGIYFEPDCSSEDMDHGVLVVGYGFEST
# Target sequence (P07711 292-333 limits assumed): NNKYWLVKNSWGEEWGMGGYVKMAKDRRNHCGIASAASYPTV
# PKA inh: inhibitors of human PKA kinase activity, primary screen, biochemical, ATP-depletion luminescence, Kemptide substrate | PKA Kemptide phosphorylation, Kinase-Glo ATP luminescence | inhibition, % at 6 µM | 65,000 compounds, 0.1% hits;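 active = inhibition above the screen-wide mean inhibition plus 3 SD, cut at about 21% in these data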; note: many of its hits are not listed in these tables
# JNK3 inh: JNK3 kinase activity inhibitors, primary screen, biochemical, human, purified enzyme; Mitogen-activated protein kinase 10 (Homo sapiens), P53779; HTS; inhibition, % at 8 µM; 60,000 compounds, 0.61% hits; AID 746, 2007; in the data active = inhibition above about 17%;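 note: 0% = DMSO and 100% = reference inhibitor; many of its hits are not listed in these tables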
# Cathepsin G inh: human cathepsin G inhibitors, primary screen, biochemical, pooled compound mixtures, AMC fluorescence | P08311 | 62,000 compounds, 0.2% hits | inhibition, % at 5 µM (by protocol) | AID 581, 2007 | purified enzyme, AMC-tetrapeptide fluorescence;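 active = inhibition above 20% in each of the two mixture wells holding the compound; inactive = inhibition of 20% or less in either well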;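 note: 0% = enzyme control without mixture and 100% = blank lacking enzyme; strong numbers were not always called active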
# CatS block: inhibitors of human cathepsin S, biochemical, compound mixtures; P25774; recombinant cathepsin S, AMC dipeptide fluorescence, pooled mixtures; inhibition, %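 (tested at 5 µM per compound within 10-compound mixtures)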; 62,000 compounds, 0.06% hits; in the data active = inhibition above about 32%, passing the limit was not always enough;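 note: 0% = enzyme without compound and 100% = blank without enzyme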
# Starred values were filed as active, the others as inactive; i = inactive; x = not tested or not shown. Cut-off read from the data, not from the text of the source, unless noted: active = inhibition above about 20% (passing the limit was not always enough); inactive = the rest. This is a random part of the collection; 1.5% or so of the library scored in one or more.
C1s inh	FXIa inh mix	ROCK2 inh	FXIIa inh mix	CatL block	PKA inh	JNK3 inh	Cathepsin G inh	compound	CatS block
1	1	-6	-1	6	-7	-9	0	COc1cc(N)c(Cl)cc1NC(=O)c1ccccc1	16
-47	-4	8	3	5	0	0	1	O=C(c1ccco1)N1CCN(S(=O)(=O)c2ccc(S(=O)(=O)NC3CC3)cc2)CC1	-9
4	4	3	-16	15	12	6	0	COc1cccc(-c2cc(C(=O)N3CCCCCC3)no2)c1	-6
2	7	9	13	-11	4	-6	-1	COc1ccc(Cl)cc1S(=O)(=O)Nc1cccc(C(=O)O)c1	-4
-1	0	-1	7	-12	3	-3	-7	C/C(N)=C(/C#N)C(=O)CSc1nnc(-c2ccc(OC(F)F)cc2)o1	-4
4	2	6	5	-9	9	5	7	Nn1c(SCC(=O)Nc2ccc(S(=O)(=O)N3CCCC3)cc2)nnc1C(F)(F)F	-1
38	5	6	-4	x	10	1	3	COc1ccc(CCNC(=O)c2nnn(CC(=O)Nc3ccccc3C)c2N)cc1OC	4
-14	-1	0	1	16	-7	8	-4	Cn1c(=O)oc2cc(S(=O)(=O)NCc3ccco3)ccc21	4
-5	0	6	9	-8	6	3	0	Cc1ccccc1NC(=O)c1c(O)c2cccc3c2n(c1=O)CCC3	1
-6	2	4	6	11	7	3	-6	CCOC(=O)c1ccc(COC(=O)c2ccc(-c3nnc(-c4ccccc4)o3)cc2)o1	16
x	x	13	x	-17	4	8	x	COc1cc2nc(-c3ccccc3)nc(N3CCCC3)c2cc1OC	x
3	1	1	-20	9	9	-6	1	O=C(C1CCCN(S(=O)(=O)c2cccc3cccnc23)C1)N1CCN(c2ccccc2F)CC1 (centres undefined)	-1
7	6	-7	11	-3	-5	-5	7	CCc1nc(OCc2ccco2)c2sc3nc4c(cc3c2n1)COC(C)(C)C4	4
-1	3	x	3	7	6	x	1	CCc1ccccc1NC1=NCC(=O)N1Cc1ccc(OC)cc1	6
2	8	5	4	5	7	-5	6	COCCNCC(=O)C12CC3CC(CC(C3)C1)C2	2
11	3	7	-2	9	8	2	10	Cn1c(Cn2c(=O)sc3ccccc32)nnc1SCc1cccnc1	4
0	-3	-2	4	10	-5	1	-2	O=C(c1ccco1)N(Cc1nc2ccccc2c(=O)[nH]1)C1CCCC1	6
-33	0	x	2	12	-3	x	-2	CCC(Sc1nnnn1-c1ccccc1)C(=O)Nc1nc2ccccc2s1 (centres undefined)	27
x	x	2	x	14	6	5	x	COc1nc(N(C)S(=O)(=O)c2ccc(C)cc2)nc(C)c1Cl	x
17	8	4	4	12	3	-6	13	O=C1C2CC=CCC2C(=O)N1c1n[nH]c(Cc2ccccc2)n1 (centres undefined)	3
0	-2	0	7	12	5	0	11	Cc1ccccc1-c1nc(CN2CCC(C(=O)N3CCC(C(N)=O)CC3)CC2)c(C)o1	-5
11	-1	-1	9	18	0	9	10	COc1ccc(NC(=O)CCCn2c(=O)[nH]c3ccccc3c2=O)cc1	5
-1	7	-14	10	-3	-3	-3	-3	c1ccc(-c2noc(-c3ccc4ccccc4c3)n2)nc1	2
x	x	3	x	4	6	1	x	COc1ccc(-n2ccc(=O)c3c2CCCC3=O)cc1	x
-16	1	4	-21	-8	8	1	-3	O=C(CCCn1c(=O)c2ccccc2n(CC(=O)NCc2ccco2)c1=O)NCc1ccco1	-1
6	7	4	1	5	0	5	11	CCn1c(N2CCN(CC(=O)c3c(C)n(C)c4ccccc34)CC2)nc2c1c(=O)[nH]c(=O)n2C	4
17	6	-4	4	-6	-6	-4	11	Cc1cc(C)cc(OCC(=O)Nc2ccccc2C(=O)NCc2ccco2)c1	-6
5	9	1	0	5	1	-1	29	O=C(CN(Cc1ccc2c(c1)OCO2)C(=O)CNS(=O)(=O)c1ccccc1)NCc1ccco1	9
8	7	3	2	-14	8	6	10	COC(=O)C1=C(N)Oc2cc(C)n(C)c(=O)c2C1c1ccc(Cl)cc1 (centres undefined)	10
-58	-13	4	0	i	2	19*	-3	COC(=O)c1c(C#N)c(N)nc2c1CCCC2	1
-1	5	4	7	4	9	4	0	COCCCN1C(=O)C(O)=C(C(=O)c2ccc(C)o2)C1c1cccc(Br)c1 (centres undefined)	5
9	4	7	-19	5	2	-1	3	CC(CN1CCOCC1)OC(=O)c1ccc2c(c1)OCCO2 (centres undefined)	1
x	x	-5	x	-49	7	2	x	CCCCc1c(C)c2ccc(OCC(C)=O)cc2oc1=O	x
0	10	7	-1	0	8	1	4	COc1ccc(OC)c(CNC(=O)COc2cc(=O)n(C)c3ccccc23)c1	6
-5	2	2	9	-6	4	-8	-1	O=C(CN1CCC(n2nnc3cc(C(F)(F)F)ccc32)CC1)N1CCc2ccccc21	5
-5	1	8	11	1	4	-3	-2	O=C(CN1C(=O)c2cccc3cccc1c23)NCC1CCCO1 (centres undefined)	13
4	0	10	1	2	14	1	7	CCN(CC)S(=O)(=O)c1ccc2[nH]c(=O)[nH]c2c1	3
9	4	10	5	x	5	0	8	O=C(CCCSc1nc2sc3c(c2c(=O)[nH]1)CCC3)NCCCO	-6
x	x	-4	x	-179	0	-3	x	COCCNc1oc(-c2ccc(Cl)cc2)nc1C#N	x
-18	4	4	0	8	3	-6	-2	COc1ccc(C(=O)Nc2c(F)c(F)c(F)c(F)c2F)c(OC)c1	-4
-8	-4	4	-20	20	6	2	7	CCn1c(=O)c2c(nc3n2CCCN3CCc2ccccc2)n(C)c1=O	-4
-3	2	-5	-2	10	-2	5	-22	Cc1cc(C(=O)Nc2nc3c(s2)CCCC3)cs1	14
6	3	x	4	x	7	x	25	Cc1ccc2c(c1)nnn2C1CCN(CC(=O)N2CCN(c3ccc(F)cc3)CC2)CC1	4
-23	7	3	1	13	2	4	7	O=C1NC2(CCCc3ccccc32)C(=O)N1Cc1nnc(-c2ccccc2Br)o1 (centres undefined)	-1
-14	-4	4	-2	-4	4	-5	6	COC(=O)Cn1cnc2c(nnn2Cc2ccc(Cl)cc2)c1=O	-5
-2	0	2	2	-10	3	-1	10	Oc1ccc2ccccc2c1CN1CCN(c2ccccc2F)CC1	-5
13	6	4	3	-7	-3	1	11	CC(=O)Nc1ccc(NC(=O)CSC2=NCCS2)cc1	0
8	6	3	8	-5	2	-1	9	CC(Cc1cccs1)NC(=O)Nc1ccccc1 (centres undefined)	-4

# In another format: 2 of the compounds above
C1s inh	FXIa inh mix	ROCK2 inh	FXIIa inh mix	CatL block	PKA inh	JNK3 inh	Cathepsin G inh	CatS block	smiles
-58	-13	4	0	i	2	19*	-3	1	COC(=O)c1c(C#N)c(N)nc2c1CCCC2
4	4	3	-16	15	12	6	0	-6	COc1cccc(-c2cc(C(=O)N3CCCCCC3)no2)c1

# Following part:
C1s inh	FXIa inh mix	ROCK2 inh	FXIIa inh mix	CatL block	PKA inh	JNK3 inh	Cathepsin G inh	compound	CatS block
-46	-34	-10	7	-11	-10	-3	-37	COC(=O)C1=C(C)NC(C)=C(C(=O)OC)C1c1cc2ccc(C)cc2[nH]c1=O	-28
18	6	2	4	-14	0	-6	10	COCCCNC(=O)C(F)(F)C(F)(F)C(=O)NCCCOC	-6
4	2	0	0	8	3	4	9	O=C(CN(C(=O)CCC(=O)Nc1nccs1)c1ccc2c(c1)OCO2)NCC1CCCO1 (centres undefined)	2
12	9	1	0	14	-6	-7	7	COCC(=O)Nc1cc(=O)n(C)c(=O)n1C	-5
9	2	2	2	-1	7	-4	7	COCc1nnc(NC(=O)c2ccco2)s1	-2
-18	2	x	5	-3	6	x	-6	COC(=O)c1nnn(CC(=O)Nc2ccc(C)c(F)c2)c1C(=O)OC	-6
-35	1	4	5	-2	-2	1	-12	Cc1ccc(-c2nnn(CC(=O)N(Cc3cccs3)C(C(=O)NC(C)(C)C)c3ccc(C)o3)n2)o1 (centres undefined)	-4
2	2	0	-10	-8	-1	3	-2	CCCCOC(=O)C1=C(C)Nc2ncnn2C1c1cc(OC)c(OC)cc1OC (centres undefined)	-3
13	11	2	-2	12	0	4	11	Cc1ccc(-c2cc(C(=O)NCc3ccc4c(c3)OCO4)[nH]n2)c(O)c1C	8
9	12	x	2	-3	x	x	8	COC(=O)CCC(=O)Nc1ccc(C)cc1OC(=O)CCC(=O)OC	17
-1	2	6	5	-4	8	3	-2	O=C(c1ccncc1)N(Cc1ccco1)Cc1cc2ccccc2[nH]c1=O	2
-15	8	6	11	-6	8	6	8	CCC(C)NC(=O)C1CCC(=O)N1Cc1ccc(C)cc1 (centres undefined)	-9
4	-6	6	9	-6	10	5	2	CCOC(=O)c1c(NC(=O)c2cc(C3CC3)on2)sc2c1CCCC2	0
13	8	4	-15	6	3	-3	8	Cn1c(CCNC(=O)c2ccco2)nc2cc(NC(=O)C3CCCCC3)ccc21	17
-2	4	0	4	3	4	-6	-12	O=C(COc1ccc(Cl)cc1)NCc1nnc(SCC(=O)Nc2ccc3c(c2)OCCO3)o1	-2
10	2	8	11	5	12	0	9	O=C(c1ccco1)[C@@H]1[C@@H]2C(=O)N(c3ccc(Br)cc3)C(=O)[C@@H]2C2c3ccccc3C=CN21 (some centres undefined)	5
-40	-7	2	1	13	-2	-3	6	COc1ccccc1Cn1c(=O)[nH]c2cccnc21	11
-37	1	-2	-23	-5	4	-2	4	O=c1c2c(nc3cc(-c4ccc(F)cc4)[nH]n13)CCCC2	-14
1	-3	5	15	-7	10	-1	9	COc1cccc(OC)c1C(=O)Nc1ccc(CN2CCOCC2)cc1	-1
18	4	3	-1	3	-1	6	12	O=C1CC(N2CCN(c3cccc(C(F)(F)F)c3)CC2)C(=O)N1c1ccc(F)cc1 (centres undefined)	0
x	x	12	x	-2	6	-3	x	CCCCOC(=O)CSc1nc(N)c(C#N)c(-c2ccc(OC)cc2)c1C#N	x
-7	-3	7	12	6	13	-2	2	COc1ccc(S(=O)(=O)Nc2ccccc2SC)cc1C	10
-24	-1	7	10	2	10	2	-16	Cc1cc2oc(=O)cc(COC(=O)c3cccc(N(C)C)c3)c2cc1C	5
10	11	0	0	9	-2	-5	9	O=C(CSc1ncc(-c2ccc(F)cc2)[nH]1)N1CCCCC1	14
3	1	x	-6	5	-1	x	9	O=C(Nc1ccc2c(c1)OCO2)C1CCCN1C(=O)OCc1ccccc1 (centres undefined)	0
-5	-2	4	0	-4	10	3	4	CCOC(=O)c1ccc(S(=O)(=O)Nc2ccccc2-c2nnn(CC)n2)cc1	-1
-16	3	-9	-6	5	1	-4	-10	Cc1ccc(CCN2CC(C(=O)NCCCN3CCN(C)CC3)CC2=O)cc1 (centres undefined)	14
8	6	0	7	-3	-4	-6	12	CC(=O)CC(=O)NC(=NC1CCCCC1)Nc1nc(C)cc(C)n1	-1
1	1	6	5	20	6	1	-5	COc1ccc(S(=O)(=O)N(CC(=O)O)c2ccccc2)cc1	2
-12	-1	-2	-3	7	-1	-1	9	COC(=O)c1cc(NC(=O)c2ccc(Cn3cc(Cl)cn3)o2)cc(C(=O)OC)c1	-3
19	10	0	-14	10	-1	-2	12	CC(C)(C)c1ccc(NC(=O)COC(=O)C2=COCCO2)cc1	24
-19	-12	10	11	-9	12	9	-2	CN(C)C(=O)CSc1nnc(-c2cc(-c3cccs3)nc3ccccc23)o1	1
13	6	5	11	8	10	-1	10	CN=C(Nc1ccc2c(c1)OCO2)SC1CC(=O)N(c2ccccc2)C1=O (centres undefined)	11

# Source: PubChem (several laboratories)
